# Assay outcomes as filed in PubChem.
# Growth percent in the NCI-60 one-dose screen (48 h, 10 µM unless noted): 100 = growth as untreated, 0 = no growth, -100 = all killed.
# RPMI-8226 = RPMI-8226 leukemia cells; 77,000 tested, 7.5% active
# MDA-MB-468 = MDA-MB-468 breast cancer | AID 2202374 | 78,000 tested, 8.5% active
# MDA-MB-231 = MDA-MB-231 breast cancer | 81,000 tested, 5% active
# CCRF-CEM = CCRF-CEM leukemia | 77,000 tested, 7% active | AID 1794778
# SR = SR leukemia cells | 73,000 tested, 8.7% active | AID 1794780
# MCF7 = MCF7 breast cancer | AID 1794796 | 82,000 tested, 6.3% active
# MOLT-4 = MOLT-4 leukemia cells. 80,000 tested, 6.9% active
# K-562 = K-562 leukemia; 78,000 tested, 7.4% active
# Active calls of the source: *; · = no result given; & = joins results of further samples. Rule for the calls: active = growth percent below 10; inactive = the rest.
SMILES,RPMI-8226,MDA-MB-468,MDA-MB-231,CCRF-CEM,SR,MCF7,MOLT-4,K-562
COc1ccc2c(c1)oc1c3[nH]c4ccccc4c3c3c(c21)C(=O)N(C(=O)OC(C)(C)C)C3=O,84,42,94,87,52,22,86,79
CN1C=CN(Cc2ccc(-c3ccccn3)nc2)[CH-]1.CN1C=CN(Cc2ccc(-c3ccccn3)nc2)[CH-]1.[Au+3],18,-19*,28,6.2*,17,9.1*,11,22
O=C(NO)c1ccc(Cn2c3c(c4cc(F)ccc42)S(=O)(=O)CC3)cc1,96,101,101,99,·,96,95,98
COc1cc(NCC(=O)Nc2cc(Nc3ccccc3)ncn2)c(Cl)c(OC)c1Cl,102,109,97,100,83,88,82,82
O=C1CCCN1C1CCN2c3ccccc3CCc3cccc1c32 (configuration not stated),86,89,97,89,90,89,90,89
CCCC(CCC)NCC(O)c1cc(-c2ccc(C(F)(F)F)cc2)nc(C(F)(F)F)c1 (configuration not stated),-38*,-92*,-67*,-7.9*,-61*,-85*,-31*,-51*
COc1ccc(C(C)n2cc(-c3ccccc3)nn2)cc1OC1CCCCC1 (configuration not stated),54,80,83,70,·,90,69,68
COc1ccc(C2CC(c3ccc(Cl)cc3)=NN2/C=C2\SC(=S)N(c3ccc(OC(C)=O)cc3)C2=O)cc1 (configuration not stated),80,88,80,71,61,72,50,74
Cc1ccc(-c2cssc2=S)cc1,73,100,102,95,101,103,94,104
N[C@H]1CN(C(=O)c2cc3cc(Br)c(F)c(F)c3[nH]2)C[C@@H]1O,98,106,92,97,108,89,98,104
O=c1c(-c2nc3ccccc3[nH]2)cc2ccccc2n1Cc1cn(Cc2cccc(Oc3ccccc3)c2)nn1,97,92,56,95,88,77,94,89
COC(=O)C1=C(C(C)=O)C(c2cc(OC)c(OC)c(OC)c2)C(C#N)=C(N)O1 (configuration not stated),102,100,104,112,100,96,106,·
O=C(O)CCC(=O)N1CCOCC1,109,105,105,101,103,103,111,99
CCOC(=O)N1C(=O)/C(=C\c2ccc(Cl)cc2)SC1=Nc1c(C)nn(-c2ccccc2)c1N,·,102,90,41,52,67,70,59
CCOC(=O)NCCc1nc2c([nH]1)c(=O)n(C)c(=O)n2C,106,112,105,101,119,95,115,119
Cc1cc(C2=NNC(=O)Cc3cc4c(cc32)OCCO4)ccc1N,107,84,92,·,38,79,101,53
CCCCN(CCO)Cc1cc(Nc2c3ccccc3nc3ccccc23)ccc1O,63,65,44,62,18,70,57,42
N#Cc1cnn(C(=O)c2ccccc2Br)c1NC(=O)c1cccc(Cl)c1,107,101,·,114,75,97,97,104
Cc1nc(/N=C(N)/N=C(\N)c2ccccn2)sc1C,102,51,113,96,108,85,93,92
Clc1ccc(-c2noc(CSc3nc4ccccc4s3)n2)cc1,98,103,87,94,110,96,101,102
Cc1c(N)c(C)c(Br)c(C)c1N,107,110,99,108,102,89,99,104
CCCCN(CCCC)CCCNc1c2c(nc3ccc(OC)cc13)CCCC2,81,102,62,89,76,82,90,67
COc1ccc(C(=O)c2ccc3[nH]c(=O)nc(N)c3c2)cc1,96,107,116,92,98,98,100,·
COc1ccc(-c2nn(-c3cccc(Cl)c3)cc2-c2cc(-c3cccs3)nc(N)n2)cc1,·,98,108,105,80,90,84,78
COc1ccccc1NC(=O)/C(=C/n1c(=S)[nH]c2ccccc21)C(C)=O,100,107,97,107,93,96,98,100
O=C(CSc1nc2ccccc2c(=O)n1-c1ccccc1)Nc1ccc(S(=O)(=O)NC(=S)Nc2ccccc2)cc1,97,95,76,99,104,88,96,111
CCCCNC(=O)c1ccc(Cn2c(CCCC)nc3c(N)nc4ccccc4c32)cc1,59,68,80,79,62,75,65,53
FC(F)(F)COc1ccc(/C=N/NC(=S)Nc2ccccc2)cc1,102,108,99,102,103,91,94,97
Cc1nc(C)c(C(N)=O)s1,92,106,107,93,92,97,99,108
COc1ccc(C(=S)N2CCN(c3cccc(Cl)c3)CC2)cc1,·,88,101,·,91,111,108,119
CNC(=O)c1cc(Oc2ccc3c(c2)sc2nc(-c4ccc(Br)cc4)c(CN4CCN(C)CC4)n23)ccn1,97,98,104,81,96,91,82,93
COc1ccc(/C=C2\SC(=O)N(/N=C/c3ccc(OC)cc3)C2=O)cc1,100,107,109,110,111,99,103,102
N=c1scc(-c2ccc(Cl)cc2)n1CC(=O)N1CCOCC1,79,95,97,91,72,87,69,71
COc1ccc(C2=NN(C(C)=O)C(c3cn(-c4ccccc4)nc3-c3ccc(Cl)cc3)C2)cc1 (configuration not stated),37,-1.4*,17,24,11,22,44,13
c1ccc2c(-c3c[nH]c4ccccc34)c3c(cc2c1)[nH]c1ccccc13,54,54,72,44,29,31,38,25
O=C(N1c2ccccc2Sc2ccccc21)n1ccc2cccnc21,40,52,69,63,12,·,38,19
Cc1cc(C)c2c(N)c3cccc(C)c3nc2n1,-35*,-54*,15,1.3*,·,6.0*,-10*,-11*
O/N=C(/CCc1ccccc1)c1ccccc1,110,111,78,111,119,98,105,101
CC1=C(C(=O)Nc2ccccc2)C(c2cccc(Cl)c2Cl)n2c(nc3ccccc32)N1 (configuration not stated),37,-32*,71,30,6.6*,25,7.7*,27
COc1cc2ncnc(Nc3ccc(S(=O)(=O)Nc4nccs4)cc3)c2cc1OCCCN1CCCC1,107,99,104,100,99,100,104,84
CCOC(=O)c1c(Nc2ncnc3cc(OC)c(OC)cc23)sc2c1CCCCC2,99,115,90,111,94,90,99,96
CCCCCC(=O)Oc1ccc(/C(=C(\C)c2ccccc2)c2ccc(OCCCN(C)C)cc2)cc1,105,104,109,99,101,48,122,101
CCN(CC)c1ccc(Nc2ccc(CC(=O)c3ccccc3)cc2)cc1,50,85,76,96,55,84,102,82
CCCCSc1nnc(-c2c(C)nc3ccc(C)cn23)o1,87,99,76,102,·,82,93,91
COC(=O)C(C)Oc1ccc(OC#N)cc1 (configuration not stated),103,99,·,102,·,98,74,94
COc1cc(/C=N/NC(=O)C2CCC(=O)N2)ccc1O (configuration not stated),110,107,109,111,106,102,107,105
CC(=O)Nc1c(Cl)cccc1[N+](=O)[O-],107,95,118,101,98,97,88,·
CCOC(=O)CNc1nc(N)nc(N2CCCCC2)c1C=O,95,109,105,90,102,100,92,102
CO[C@H]1NC(=O)N(S(=O)(=O)c2c(C)cc(C)cc2C)[C@@H]1OC,101,106,104,61,·,98,·,·
CC(C)Nc1ncnc2c1cnn2C,73,98,96,94,·,88,78,99
# Next section.
SMILES,RPMI-8226,MDA-MB-468,MDA-MB-231,CCRF-CEM,SR,MCF7,MOLT-4,K-562
CS(=O)(=O)Nc1ccc(C(=O)N/N=C/c2ccc(O)cc2)cc1,98,90,104,105,93,96,100,102
O=S(=O)(NCC[C@@H]1C[C@H]1c1ccc2ccccc2c1)C(F)(F)F,86,95,108,93,98,101,97,24
COc1ccc(-c2nn(C(=O)NCCN(C)C)cc2-c2ccncc2)cc1Cl,·,4.1*,55,48,20,19,34,16
CS(=O)(=O)Nc1cc(-c2ccc3ncnc(Nc4ccc5c(cnn5Cc5ccccn5)c4)c3c2)cnc1Cl,69,·,72,60,58,36,79,92
COc1ccc(/C(=N\O)c2cc(C)c(OC)c(C)c2)cc1O,13,44,25,7.8*,10,19,14,12
C=C1CC[C@@H]2[C@](C)(COC(C)=O)[C@H](OC(C)=O)CC[C@@]2(C)[C@@H]1CC(NCCCCCCCCCCCCCCCCCC)C1=CCOC1=O (some centres not stated),101,100,97,105,102,102,96,104
CCCCCCCCc1ccc(C(=O)Nc2ccc(C)cc2OP(=O)(O)O)cc1,100,88,99,101,99,82,113,98
O=C(Nc1ccc2[nH]ncc2c1)c1csc(Nc2ccccc2)n1,8.0*,14,59,19,23,14,44,21
Brc1ccc(-c2csc(N/N=C/c3cccs3)n2)cc1,62,78,100,99,83,68,81,86
N#Cc1c(N2CCCC2)nc2sc3cc(Cl)ccc3n2c1=N,67,96,74,99,81,77,110,98

# For reference, some entries already given:
SMILES,RPMI-8226,MDA-MB-468,MDA-MB-231,CCRF-CEM,SR,MCF7,MOLT-4,K-562
COc1ccc2c(c1)oc1c3[nH]c4ccccc4c3c3c(c21)C(=O)N(C(=O)OC(C)(C)C)C3=O,84,42,94,87,52,22,86,79
CN1C=CN(Cc2ccc(-c3ccccn3)nc2)[CH-]1.CN1C=CN(Cc2ccc(-c3ccccn3)nc2)[CH-]1.[Au+3],18,-19*,28,6.2*,17,9.1*,11,22
O=C(NO)c1ccc(Cn2c3c(c4cc(F)ccc42)S(=O)(=O)CC3)cc1,96,101,101,99,·,96,95,98
COc1cc(NCC(=O)Nc2cc(Nc3ccccc3)ncn2)c(Cl)c(OC)c1Cl,102,109,97,100,83,88,82,82
O=C1CCCN1C1CCN2c3ccccc3CCc3cccc1c32 (configuration not stated),86,89,97,89,90,89,90,89
CCCC(CCC)NCC(O)c1cc(-c2ccc(C(F)(F)F)cc2)nc(C(F)(F)F)c1 (configuration not stated),-38*,-92*,-67*,-7.9*,-61*,-85*,-31*,-51*
COc1ccc(C(C)n2cc(-c3ccccc3)nn2)cc1OC1CCCCC1 (configuration not stated),54,80,83,70,·,90,69,68
COc1ccc(C2CC(c3ccc(Cl)cc3)=NN2/C=C2\SC(=S)N(c3ccc(OC(C)=O)cc3)C2=O)cc1 (configuration not stated),80,88,80,71,61,72,50,74
Cc1ccc(-c2cssc2=S)cc1,73,100,102,95,101,103,94,104
N[C@H]1CN(C(=O)c2cc3cc(Br)c(F)c(F)c3[nH]2)C[C@@H]1O,98,106,92,97,108,89,98,104
O=c1c(-c2nc3ccccc3[nH]2)cc2ccccc2n1Cc1cn(Cc2cccc(Oc3ccccc3)c2)nn1,97,92,56,95,88,77,94,89
COC(=O)C1=C(C(C)=O)C(c2cc(OC)c(OC)c(OC)c2)C(C#N)=C(N)O1 (configuration not stated),102,100,104,112,100,96,106,·
O=C(O)CCC(=O)N1CCOCC1,109,105,105,101,103,103,111,99
CCOC(=O)N1C(=O)/C(=C\c2ccc(Cl)cc2)SC1=Nc1c(C)nn(-c2ccccc2)c1N,·,102,90,41,52,67,70,59
CCOC(=O)NCCc1nc2c([nH]1)c(=O)n(C)c(=O)n2C,106,112,105,101,119,95,115,119
Cc1cc(C2=NNC(=O)Cc3cc4c(cc32)OCCO4)ccc1N,107,84,92,·,38,79,101,53

# The results go on:
SMILES,RPMI-8226,MDA-MB-468,MDA-MB-231,CCRF-CEM,SR,MCF7,MOLT-4,K-562
CCOC(=O)c1ccc2c(c1)NC(=O)[C@@H]1CCCN21,99,109,106,103,90,80,98,91
C=C1C(=O)O[C@H]2[C@H]1CC/C(COC(=O)c1cc3ccccc3o1)=C\CC[C@@]1(C)O[C@@H]21,-24*,-71*,-39*,2.0*,-1.9*,-32*,-9.8*,-2.5*
C[C@H]1OC(=O)/C=C/[C@@H](O)[C@@H](O)CCCCCCCC[C@@H]1O,101,97,109,62,118,101,106,92
CCOC(=O)c1c2ncccc2n2c(=O)n(-c3ccc(Cl)cc3)nnc12,93,·,91,72,91,77,87,78
NNCCc1ccc(NC(=O)CCCc2ccc(C(=O)Nc3ccccc3N)cc2)cc1,42,73,67,0.6*,55,58,28,43
OC(c1cc(-c2cccc(Cl)c2)nc2ccccc12)C1CCCCN1 (configuration not stated),-27*,-78*,-6.4*,-8.3*,-34*,-87*,-31*,-47*
CCC(=O)Oc1cc(C(C)C)ccc1C,109,94,91,105,92,95,120,114
COC(=O)C1=Nc2ccc(F)cc2/C1=C/c1sc(=S)[nH]c1O,-9.0*,13,17,12,22,12,14,8.3*
N/C(=N\c1nc(-c2cccc([N+](=O)[O-])c2)cs1)NC(=O)Nc1ccc(Br)cc1,42,67,67,65,·,66,71,64
COC1=CC2C(O)c3ccccc3N3C(=O)CCC23C=C1 (configuration not stated),81,105,91,98,107,85,114,126
COc1ccc(Nc2ncnc3c2c(C)nn3-c2ccccc2)cc1,90,109,106,96,58,96,68,75
CS(=O)(=O)c1ccc(-c2nn(-c3ccccc3)cc2/C=N/NC(=O)c2ccccc2)cc1,68,88,94,68,88,90,83,95
COc1ccc(N=C2NN=C(c3c[nH]c4ccccc34)CS2)cc1OC,17,11,55,40,94,42,40,37
COc1cccc(NC(=O)N2CCCN(c3nc(-c4ccc(C)cc4)nc4ccccc34)CC2)c1,·,79,72,84,66,89,57,63
O=C1OCC2=C1C(c1cccc(Cl)c1)c1cc3c(cc1N2CCO)CCC3 (configuration not stated),17,-9.3*,-19*,10,28,14,14,17
C=CCOC(=O)c1ccc(OC)cc1,104,102,104,114,91,95,101,106
CNC1=C([N+](=O)[O-])C(c2cccc(O)c2)C(C#N)=C(c2cccs2)O1 (configuration not stated),106,110,100,105,98,100,98,85
O=C1N(Cc2ccccc2)C=C(S(=O)(=O)c2ccccc2)C2=NCCN12,105,97,103,104,102,96,97,111
C=CCSc1nc2ccc(C)cc2cc1/C=N/O,78,87,93,93,·,80,76,86
COC[C@@H](CC(C)C)N=C1NC(=O)/C(=C/c2ccc3ncoc3c2)N1,1.0*,-31*,12,15,·,1.9*,11,14
c1ccc(COCC[P+](c2ccccc2)(c2ccccc2)c2ccccc2)cc1,-30*,-10*,5.1*,2.8*,-16*,4.9*,-10*,3.2*
c1nc(C2OCCO2)sc1CN1CCCCC1,112,98,108,111,148,100,143,116
O=c1c2ccccc2nc(-c2ccccc2)n1O,106,105,104,102,114,94,111,111
O=[N+]([O-])/C=C/c1ccco1,106,101,100,107,87,105,96,116
CC1Cc2c(Cl)ncnc2N2CCc3cccc1c32 (configuration not stated),83,95,97,98,·,106,97,93
C1=C(c2ccccc2)C2CCCCC2C1 (configuration not stated),98,113,128,·,91,112,102,99
COc1ccc2ccccc2c1C=O,101,111&108,102&108,97&86,100&87,109&93,102&94,100&102
O=C(Nc1cccc(Cl)c1)OCCOc1ccc(Cl)cc1Cl,90,·,117,93,105,99,79,86
CCOc1ccc(/C=N\N=C\c2ccc(OCC)cc2)cc1,107,77,84,118,64,68,81,87
CCOC(=O)Cc1cnn(C)c1NC(=O)c1ccc(Cl)cc1NC(C)=O,102,90,112,98,104,106,102,103
Cc1ccc(C(=O)CSc2nc(-c3ccc(Br)cc3)c(C#N)c(=O)[nH]2)cc1,101,92,96,105,·,101,·,53

# Not a hit list; overall some 14% were active at least once.
